Screening results (PubChem)
MEX-5 binding: C. elegans MEX-5 TCR-2 RNA binding activity | Q9XUB2 | actives 0.38% (n = 300,000) | AID 1832 | MEX-5/FITC-TCR2 RNA binding, fluorescence polarization; stronger effect = lower value | activity score (negative = inhibition of binding), % at 10 µM;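 active means inhibition past about -25% in most replicates, and total fluorescence under double the plate's negative control median, limit read from the data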;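 further: 0% = DMSO and -100% = 5 µM competing unlabeled TCR2 RNA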
Target sequence (Q9XUB2 whole entry, looked up): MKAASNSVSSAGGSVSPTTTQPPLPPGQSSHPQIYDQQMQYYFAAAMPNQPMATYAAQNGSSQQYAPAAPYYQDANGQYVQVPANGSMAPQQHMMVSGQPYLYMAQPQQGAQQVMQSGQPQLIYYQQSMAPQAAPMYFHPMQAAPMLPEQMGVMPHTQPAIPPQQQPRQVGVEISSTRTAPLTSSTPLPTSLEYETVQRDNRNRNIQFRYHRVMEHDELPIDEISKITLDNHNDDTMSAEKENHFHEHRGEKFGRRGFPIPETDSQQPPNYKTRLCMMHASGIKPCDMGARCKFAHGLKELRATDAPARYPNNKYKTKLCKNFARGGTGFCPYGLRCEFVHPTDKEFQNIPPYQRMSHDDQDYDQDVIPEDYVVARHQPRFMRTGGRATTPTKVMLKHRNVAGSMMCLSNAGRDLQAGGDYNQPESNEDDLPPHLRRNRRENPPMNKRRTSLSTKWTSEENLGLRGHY
BCLXL inh: blocks human Bcl-xL binding to Bim BH3 peptide; actives 0.7% (n = 320,000); AID 2129; GST-Bcl-xL / FITC-Bim BH3 peptide fluorescence polarization; inhibition, % at 10.9 µM; Q07817;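 active means inhibition above the mean of all tested compounds plus 3 SD, cutoff set per campaign, cut at about 30% in these data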;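 further: 0% = DMSO wells and 100% = unlabeled Bim-BH3 peptide competitor; inhibitors lower millipolarization by displacing the labeled peptide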
Target sequence (Q07817 whole entry, looked up): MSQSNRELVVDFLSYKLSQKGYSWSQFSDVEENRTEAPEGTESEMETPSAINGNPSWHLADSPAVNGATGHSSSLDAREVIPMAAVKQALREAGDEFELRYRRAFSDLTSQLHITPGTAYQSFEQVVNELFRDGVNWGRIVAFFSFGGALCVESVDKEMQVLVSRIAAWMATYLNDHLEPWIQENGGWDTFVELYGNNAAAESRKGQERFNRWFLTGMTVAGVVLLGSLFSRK
PME-1 inh: blocks human protein phosphatase methylesterase 1 | Q9Y570 | recombinant PME-1, FP-Rh probe fluorescence polarization | inhibition, % at 5.9 µM | actives 0.53% (n = 320,000) | AID 2130;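 active means inhibition above the campaign mean of all compounds plus 3 SD, cut at about 26% in these data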;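 further: competitive labeling of PME-1 active site by serine hydrolase directed probe; 0% = PME-1 with DMSO and 100% = wells lacking PME-1 enzyme; inhibitors block probe labeling so polarization falls and inhibition rises; many of its hits are not listed in these tables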
Fam108B counter: blocks mouse Fam108B hydrolase in RBBP9 counter-screen; recombinant Fam108B, FP-Rh probe fluorescence polarization; inhibition, % at 9.51 µM; actives 0.33% (n = 300,000);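 active means inhibition above the screen mean inhibition plus 3 SD, computed separately per campaign, cut at about 18% in these data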;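 further: inhibitors lower polarization as less probe binds the enzyme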
GLD-1 RNA inh: GLD-1-TGE RNA interaction inhibition (C. elegans) | AID 2280 | inhibition, % at 5.96 µM | actives 0.44% (n = 320,000) | purified GLD-1 + fluorescein TGE RNA, fluorescence polarization;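 active means percent inhibition above a per-plate cutoff, the plate mean of test compounds plus 3 SD, cut at about 30% in these data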;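 further: 0% = DMSO wells with GLD-1 and probe and 100% = wells lacking GLD-1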
GRK2 aptamer HTS: inhibitors of human GRK2 displacing RNA aptamer | bead flow cytometry, FAM-aptamer displacement from GRK2 | inhibition of aptamer binding, % at 10 µM | actives 0.59% (n = 330,000);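 active means inhibition of aptamer binding above 40%, roughly 3 SD of noise, on plates passing a quality check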;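 further: median bead fluorescence of bound FAM aptamer so fluorescent compounds give negative values; no value below 0 was filed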
VLA-4 inh: inhibition in a human VLA-4 binding assay. P13612. VLA-4 expressing cells, ligand binding flow cytometry. inhibition, % (about 7 µM as worked out from the volumes in the protocol). actives 0.2% (n = 330,000); in the data active means inhibition above about 50%
Efflux pump mplx: antifungal efflux pump inhibition, Nile Red retention; S. cerevisiae Candida pump triplex; inhibition, % at 10 µM; actives 0.44% (n = 330,000); AID 485275;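 active means plate passing quality check with inhibition over a set limit, or well fluorescence over plate mean plus 4 SD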;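 further: Nile Red retained in pooled yeast measured as flow cytometry median fluorescence; 0% = buffer negative control and 100% = Enniatin B positive control; higher means more Nile Red kept so more efflux inhibition; some compounds called inactive have numbers as strong as hits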
MCL1 BIM primary: inhibitors of human MCL1 binding to BIM-BH3 peptide; Q07820; GST-MCL1 / FITC-Bim-BH3 fluorescence polarization; inhibition, % at 10.9 µM; actives 0.68% (n = 320,000);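 active means inhibition above the mean inhibition of all tested compounds plus 3 SD, set per campaign, cut at about 40% in these data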;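 further: 0% = DMSO wells and 100% = unlabeled Bim-BH3 peptide control; higher means more loss of mP so more displacement of Bim peptide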
Target sequence (Q07820 whole entry, looked up): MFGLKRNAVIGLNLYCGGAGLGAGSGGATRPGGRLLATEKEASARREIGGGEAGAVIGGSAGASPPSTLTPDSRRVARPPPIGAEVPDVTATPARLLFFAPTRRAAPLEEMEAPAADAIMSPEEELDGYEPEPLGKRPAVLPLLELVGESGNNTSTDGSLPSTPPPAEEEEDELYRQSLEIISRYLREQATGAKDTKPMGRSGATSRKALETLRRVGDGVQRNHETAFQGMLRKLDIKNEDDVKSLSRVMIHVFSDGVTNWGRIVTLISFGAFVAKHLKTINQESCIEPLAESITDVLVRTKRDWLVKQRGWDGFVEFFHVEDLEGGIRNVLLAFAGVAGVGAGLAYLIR
An asterisk follows results filed as active; nt = no result given. An excerpt (hit frequency here may not be typical).

SMILES	MEX-5 binding	BCLXL inh	PME-1 inh	Fam108B counter	GLD-1 RNA inh	GRK2 aptamer HTS	VLA-4 inh	Efflux pump mplx	MCL1 BIM primary
COC(=O)C1C(O)=C(C=NCC(C)N=CC2=C(O)C(C(=O)OC)C(C)(C)CC2=O)C(=O)CC1(C)C (stereo not given)	-0.8	-5	1	2	3	0	22	0.0	-2
N#CC(c1ccc(Cl)cc1)(c1ncc(C(F)(F)F)cc1Cl)N1CCOCC1 (stereo not given)	-2.4	4	3	-2	2	0	8	0.0	1
O=[N+]([O-])c1cccc(OCCN2CCC(Cc3ccccc3)CC2)c1	-2.0	nt	nt	nt	nt	0	-13	-0.1	nt
COc1cccc(-n2nnnc2SCC(=O)NC2CCCCC2)c1	0.7	6	1	5	2	0	0	0.9	3
Cc1ccc(C(=O)NC(=S)Nc2ccccc2C(F)(F)F)cc1	-2.1	1	-11	-1	2	0	2	0.0	7
COc1ccc(CCNC(=O)/C(=C/c2cccnc2)NC(=O)c2ccccc2)cc1OC	2.4	5	-2	0	-3	1	20	0.0	4
CCOc1cc(C(=O)OCC(=O)Nc2cccc(S(=O)(=O)NC3=NCCCCC3)c2)cc(OCC)c1OCC	nt	nt	nt	nt	4	0	-12	0.2	nt
COCCn1c(C)cc(C(=O)COC(=O)C23CC4CC(CC(O)(C4)C2)C3)c1C	-0.8	5	-2	0	6	0	11	0.0	3
COC(=O)C1CCN(C(=O)COC(=O)CC(NC(N)=O)c2ccc(Cl)cc2)CC1 (stereo not given)	1.5	2	0	-3	1	0	15	-0.1	-2
CCC(=O)Oc1ccc(C(=O)Nc2cccc(C(=O)NC(C)(C)C)c2)cc1	-0.3	4	-4	-2	0	1	16	0.0	5
CN(C)c1nc2c(c(=O)[nH]c(=O)n2C)n1CCCc1ccccc1	0.0	8	2	5	2	nt	14	-0.2	6
O=C(NCc1nnnn1-c1ccc(F)c(F)c1)c1ccc2c(c1)OCO2	0.5	2	3	1	7	0	4	0.0	2
N#Cc1c(N)nc2c3c(sc(=N)c2c1N)NC(=O)CC3c1c(F)cccc1Cl (stereo not given)	-1.0	18	63*	12	5	1	-19	0.0	18
Cc1[nH]c2ccccc2c1/C=C/C(=O)c1ccncc1	3.1	-4	-2	-6	-29	17	-115	0.2	-12
CS(=O)(=O)Nc1cccc(C2=NN(S(=O)(=O)c3ccccc3)C(c3ccco3)C2)c1 (stereo not given)	-8.2	4	10	-3	6	0	3	-0.2	1
CNC(=O)NNC(=O)c1nc(-c2ccccc2)c(C)o1	-1.6	1	-3	1	5	3	-1	-0.1	3
CS(=O)(=O)c1ccc(S(=O)(=O)N2CCC(CO)(CCCc3ccccc3)CC2)cc1	0.5	5	6	1	1	1	12	-0.2	4
Cc1cccc(-c2nnc(SCC(=O)Nc3ncccn3)n2C)c1	1.2	2	-4	2	-3	1	-3	0.0	8
Cc1ccc(C(=O)NCC(=O)Nc2ccncc2)s1	-1.2	3	2	-1	0	0	-5	1.2	-8
COc1ccc2nc(NC(=O)C3COc4ccccc4O3)sc2c1 (stereo not given)	1.1	-3	2	-2	1	3	39	-0.6	0
C[C@H](CO)N1C[C@H](C)[C@@H](CN(C)S(=O)(=O)c2cn(C)cn2)Oc2ccc(NC(=O)Cc3ccccc3)cc2C1=O	nt	nt	nt	nt	3	0	2	-0.1	nt
COCCc1nn2c(=O)cc(COC(=O)c3cc(OC)c(OC)c(OC)c3)nc2s1	-1.2	2	5	4	-2	0	-6	0.0	-1
COc1cc2[nH]c(=O)n(CCCCCC(=O)NCCc3c[nH]c4ccccc34)c(=O)c2cc1OC	0.0	-1	-1	-2	2	3	0	0.2	0
Cc1ccc(C2C(/C=C3/SC(=S)NC3=O)=C(c3cccs3)Oc3ccccc32)cc1 (stereo not given)	0.7	-9	10	9	-5	3	-2	0.3	-22
O=C(NCC(=O)N1CCN(Cc2ccccc2)CC1)c1ccc(Br)cc1	-1.1	0	3	1	4	0	12	0.2	1

Continuation.
SMILES	MEX-5 binding	BCLXL inh	PME-1 inh	Fam108B counter	GLD-1 RNA inh	GRK2 aptamer HTS	VLA-4 inh	Efflux pump mplx	MCL1 BIM primary
CN(C)N1C(N)=C(C#N)C(c2ccc(F)cc2)C2=C1CCCC2=O (stereo not given)	-2.9	6	-3	0	-2	0	8	-0.3	1
COc1ccc(CCC(C(O)C(F)(F)F)S(=O)c2ccccc2)cc1 (stereo not given)	0.7	2	-1	0	-2	1	-9	0.1	5
CC1(C)CC(NC(=O)c2ccccn2)CC(C)(C)N1O	-1.3	-2	-6	0	-2	0	-3	0.0	6
N#Cc1c(-c2ccccc2)nc(SCC(=O)N(c2ccccc2)c2ccccc2)[nH]c1=O	-0.7	-31	6	-8	-16	1	5	0.1	-99
Cc1cc(C)c(C)c(OCCCOc2cccc3cccnc23)c1	0.3	6	3	-3	8	0	-6	-0.1	8
N#Cc1ccccc1NC(=O)COC(=O)CCc1ccc(S(=O)(=O)N2CCCCC2)cc1	-1.2	-3	2	1	-4	5	9	0.1	-15
CC1CN(C(C)C)C(C)CC1OC(=O)c1ccccc1 (stereo not given)	0.2	nt	nt	nt	nt	1	4	0.1	nt
COc1ccccc1CC(=O)Nc1ccc2c(c1)C(=O)NC2=O	-0.5	4	5	-1	1	2	19	-0.4	6
CCN(CC)CCCNC(=O)c1[nH]c(C)c(C(=O)NC2CCCCC2)c1C	0.8	-5	-3	-2	-11	5	7	-0.1	-9
O=C(OC1CCOC1=O)C1CCN(S(=O)(=O)c2ccc(Cl)c(C(F)(F)F)c2)CC1 (stereo not given)	-0.8	0	0	-2	-7	6	-5	0.1	2
COCc1cc(C)nc(SCC[N+](C)(C)CC(=O)c2ccccc2)c1C#N	-0.8	0	-2	2	7	0	3	0.1	-3
COc1ccccc1C(=O)NC(=O)COC(=O)CN1C(=O)NC2(CCCCC2C)C1=O (stereo not given)	-1.3	-2	2	-1	9	0	2	0.1	-11
COc1ccc(-n2c(C)cc(/C=C3\C(=O)NN(c4ccccc4)C3=O)c2C)cc1	0.4	9	20	4	11	0	12	-0.8	11
CC(=O)c1c(C)[nH]c(C(=O)Nc2ccc(C)c(C)c2)c1C	3.2	11	-4	-3	1	0	-56	-0.1	1
CCOC(=O)c1c(C2COc3ccccc3O2)csc1NC(=O)c1ccccc1 (stereo not given)	3.0	2	-3	0	11	1	4	-0.1	6
Cc1cc(C)n(CCCNC(=O)c2ccc(C)c(S(=O)(=O)N3CCOCC3)c2)n1	-0.5	4	-2	-3	4	2	12	0.0	1
Nc1cc(=O)[nH]c(SCC(=O)N2CCCC2)n1	nt	nt	nt	nt	-2	0	-5	0.3	nt
CCOc1ccc(S(=O)(=O)N(C)CC(=O)NCc2ccc3c(c2)OCO3)cc1	-1.0	-3	-1	-1	7	0	13	-0.1	-6
COc1ccc(CC(=O)Nc2ccc(C(=O)Nc3ccccc3C(=O)O)cc2)cc1OC	1.3	10	-8	1	2	0	5	0.2	2
N#Cc1ccc(CSc2nnc(-c3ccncc3)o2)cc1	2.8	5	-5	1	5	35	6	0.1	-1
O=C(CSc1nnc(-c2cccc(F)c2)o1)N1CCOCC1	2.9	2	-5	1	4	0	6	0.2	8
Cn1c(=O)[nH]c(=O)c2c1nc(N1CCCCCC1)n2CCSc1nc2ccccc2o1	0.7	11	-2	2	2	3	-12	0.0	6
COc1cc(NC(=O)c2ccco2)c(C(=O)OCC(=O)Nc2ncc(Cl)cc2Cl)cc1OC	-4.6	5	-6	0	8	0	12	0.4	13
O=C(COC(=O)/C=C/c1ccccc1Cl)NCc1ccco1	0.0	2	7	-2	2	12	-3	0.1	9
CCn1cc(Br)c(C(=O)Nc2ccc(Cl)cc2Cl)n1	1.0	0	1	-3	3	1	-16	0.1	3

Looked up above:
Fam108B counter, `Cc1cc(C)c(C)c(OCCCOc2cccc3cccnc23)c1` is entered as -3
MEX-5 binding, `O=C(COC(=O)/C=C/c1ccccc1Cl)NCc1ccco1` is entered as 0.0

Further compounds
SMILES	MEX-5 binding	BCLXL inh	PME-1 inh	Fam108B counter	GLD-1 RNA inh	GRK2 aptamer HTS	VLA-4 inh	Efflux pump mplx	MCL1 BIM primary
CC(=O)OC/C=C(\C)CCC=C(C)C	nt	4	-7	2	-5	0	-10	0.0	-1
CC(c1ccncn1)N(C)C(=O)c1ccc2oc(Cc3ccccc3)nc2c1 (stereo not given)	0.3	-1	6	-5	-5	1	6	0.0	-4
COC(=O)c1ccc(Cn2nc(C)c([N+](=O)[O-])c2C)o1	0.8	-1	-6	0	-1	3	8	0.2	-5
O=C(CSc1nnc(NC(=O)C2CCC2)s1)NC1CC1	-2.0	2	-5	-1	-2	0	0	0.1	3
CN1/C(=N\O)c2cccc3cccc1c23	1.1	10	16	-4	15	0	1	0.1	15
ClC(Br)=C(n1cnc2ccccc21)n1cnc2ccccc21	-0.2	2	8	2	3	1	4	-0.1	9
O=C(NCc1ccccc1)c1onc(CSc2ccc(Cl)cc2)c1C(=O)NCc1ccccc1	0.7	1	-53	-23	3	1	5	-0.1	5
CCn1c(SCC(=O)NCc2ccccc2)nc2nc3c(cc2c1=O)CCCC3	0.7	2	3	3	6	0	-6	0.2	-7
CCNC(=S)Nc1cc(OCC)c(NC(=O)c2cccs2)cc1OCC	nt	9	3	4	0	0	-16	0.0	18
COc1ccc(CN2C(=O)CS/C2=N/N=C/c2cccs2)cc1	0.1	-8	-3	-1	-4	3	3	0.3	0
O=C(NCCN1CCOCC1)c1sc2ccccc2c1Cl	2.7	1	-3	1	1	0	8	0.2	8
Cc1ccc(SCc2c(C(=O)N/N=C/C3CC=CCC3)nnn2-c2nonc2N)cc1 (stereo not given)	1.1	4	5	1	-5	3	12	0.1	0
Cc1nc(NC(=O)COc2ccccc2)sc1C(=O)Nc1ccccc1	-0.1	9	2	-3	4	0	-2	-0.1	5
COc1ccc(Cn2ccnc2SCC(=O)NC2CCCC2)cc1	2.2	-14	0	-2	-10	0	7	0.0	-22
COc1ccc(NC(=O)c2ccco2)cc1NC(=O)COc1ccccc1	1.3	3	-1	0	1	0	5	0.1	-1
COc1cccc(-c2ncc3ccccc3c2COC(=O)CCC(=O)O)c1	nt	6	2	nt	6	3	-10	-0.4	4
COc1ccc(CNC(=O)COC(=O)/C=C/c2ccco2)cc1	-1.1	9	3	2	0	36	6	0.0	-4
CC1CN(C(=O)c2cc3ccccc3oc2=O)CC(C)O1 (stereo not given)	-0.1	3	1	0	10	1	-2	0.0	0
COc1ccc(CNC(=O)C2CCCN2S(=O)(=O)c2ccc(C)cc2)cc1 (stereo not given)	-2.5	0	3	-1	7	1	-10	0.0	3
Cc1c(NS(=O)(=O)c2ccccc2F)c(=O)n(-c2ccccc2)n1C	-2.5	8	-3	-4	4	2	2	0.5	4
C/C(=N\N=C(/N)SC1CC(=O)N(c2ccc(Cl)cc2)C1=O)c1cccs1 (stereo not given)	0.1	1	2	2	-6	3	25	0.0	1
Cc1ccc(S(=O)(=O)NC(C)(C)CN2CCCCC2)cc1	1.9	3	3	0	6	0	1	0.0	13
OCCN1CCN(C(=S)Nc2ccc(Oc3ccccc3)cc2)CC1	-0.6	0	5	-6	4	0	1	-0.1	10
COc1ccc(CCNS(=O)(=O)c2ccc(C3CNC(=O)C3)cc2)cc1OC (stereo not given)	-2.4	3	3	3	-1	2	10	0.0	2
Cc1ccc(N2CC(C(=O)NCc3cccnc3)CC2=O)cc1 (stereo not given)	0.7	2	1	-1	0	2	12	0.1	1
CC(=O)c1c(C)[nH]c(-c2ccccc2)c1C	2.9	8	-4	0	-1	0	-9	8.0*	5
